# TEAD-YAP block: TEAD-YAP interaction inhibition; actives 1.4% (n = 640,000); HEK-TIYL cells, TEAD-Gal4/YAP UAS-luciferase luminescence; AID 1259422; inhibition, % at 9.12 µM; in the data active = inhibition above about 32%;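 also: 0% = median of test compound wells and 100% = reference inhibitor wells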
# FBW7 act: human FBW7 E3 ligase activation, primary screen. AID 1259310. actives 0.13% (n = 650,000). normalized activity (activation), % at 26.1 µM. AlphaScreen FBW7–phospho-cyclin E peptide binding, activator screen; in the data active = normalized activity above about 1.9%;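 also: purified mutant Fbw7 with reduced substrate affinity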
# GPR151 activ: activates the human receptor GPR151 | PathHunter beta-arrestin GPR151 cells, luminescence | actives 1% (n = 650,000) | Q8TDV0 | activation, % at 11.2 µM; in the data active = activation above about 4.9%;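 also: 0% = median of compound wells and 100% = cells with positive control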
# Target sequence (Q8TDV0 whole entry, looked up): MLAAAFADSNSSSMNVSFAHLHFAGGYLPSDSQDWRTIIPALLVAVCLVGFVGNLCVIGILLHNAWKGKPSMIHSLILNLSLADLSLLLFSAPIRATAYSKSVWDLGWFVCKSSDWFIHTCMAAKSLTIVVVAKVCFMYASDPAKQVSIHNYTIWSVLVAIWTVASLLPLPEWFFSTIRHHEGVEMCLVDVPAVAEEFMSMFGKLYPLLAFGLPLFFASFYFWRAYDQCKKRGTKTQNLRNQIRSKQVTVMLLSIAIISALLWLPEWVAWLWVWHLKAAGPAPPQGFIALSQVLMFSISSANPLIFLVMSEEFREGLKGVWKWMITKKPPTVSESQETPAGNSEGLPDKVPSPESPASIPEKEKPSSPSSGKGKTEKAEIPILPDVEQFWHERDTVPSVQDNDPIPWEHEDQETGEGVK
# MITF inh: human MITF inhibition, primary screen. inhibition, % at 2.6 µM. actives 0.91% (n = 650,000). AlphaScreen MITF homodimerization, bead proximity signal; in the data active = inhibition above about 50%;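 also: 0% = vehicle wells with protein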
# Target sequence (O75030 whole entry, looked up): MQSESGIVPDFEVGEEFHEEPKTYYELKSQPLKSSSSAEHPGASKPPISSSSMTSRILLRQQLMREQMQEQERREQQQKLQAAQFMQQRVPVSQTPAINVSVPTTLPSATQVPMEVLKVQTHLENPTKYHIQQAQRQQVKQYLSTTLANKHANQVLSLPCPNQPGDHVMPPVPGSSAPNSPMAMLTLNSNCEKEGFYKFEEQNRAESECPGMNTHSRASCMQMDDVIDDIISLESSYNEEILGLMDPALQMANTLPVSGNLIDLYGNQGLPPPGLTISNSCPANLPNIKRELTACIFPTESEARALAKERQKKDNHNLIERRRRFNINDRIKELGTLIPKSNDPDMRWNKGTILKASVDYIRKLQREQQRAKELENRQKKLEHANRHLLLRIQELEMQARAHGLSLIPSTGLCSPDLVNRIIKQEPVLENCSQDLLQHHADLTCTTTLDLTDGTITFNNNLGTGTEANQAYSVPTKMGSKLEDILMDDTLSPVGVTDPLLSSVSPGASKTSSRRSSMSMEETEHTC
# Numbers without * were called inactive; / = not tested or not shown.
# Letter code – A = TEAD-YAP block; B = FBW7 act; C = GPR151 activ; D = MITF inh
> Cc1cc(C(F)(F)F)c2c(Br)nsc2n1
  A: 1.2 | B: 0.1 | C: -0.7 | D: 2.8
> CC(C)(C)C1CCc2c(sc(NC(=O)COc3ccccc3[N+](=O)[O-])c2C(N)=O)C1 (configuration not stated)
  A: 0.5 | B: 0.1 | C: 2.0 | D: -7.4
> COc1ccc(-c2nc3cc(NC(=O)COc4ccc(C)cc4)ccc3o2)cc1Cl
  A: 2.0 | B: 0.3 | C: 0.6 | D: 1.7
> CCOC(=O)c1c(NC(=O)COc2ccc(CC)cc2)sc2c1CCC2
  A: -7.6 | B: 0.6 | C: -0.5 | D: 1.5
> CN1CCN2c3ncccc3Cc3ccccc3[C@@H]2C1
  A: / | B: 0.0 | C: -0.4 | D: 23.4
> CC(=O)N1CCN(Cc2ccccc2Br)CC1
  A: -2.9 | B: -0.2 | C: 7.9* | D: 7.5
> CCCCCn1c(=O)c2c(nc3n2CCS3)n(C)c1=O
  A: 13.6 | B: 0.2 | C: 0.7 | D: 3.0
> S=C(NNc1nc(Nc2ccccc2)nc(Nc2ccccc2)n1)NC1CCCCC1
  A: -5.9 | B: 0.5 | C: -1.4 | D: 23.6
> CC(C)[C@H]1NC(=O)[C@H]2CN(C(=O)c3cc(F)c(F)cc3F)CCN2C1=O
  A: 6.6 | B: 0.1 | C: 0.6 | D: 9.7
> Cc1onc(-c2c(Cl)cccc2Cl)c1C(=O)Nc1cccc([N+](=O)[O-])c1C
  A: -13.3 | B: 0.0 | C: 0.3 | D: 1.9
> COc1ccc2[nH]c3c(c2c1)CCOC31CCN(C(=O)c2ccccc2C(=O)O)CC1
  A: -5.6 | B: -0.6 | C: 1.8 | D: 21.9
> CCCCCCc1cc2cc(C(N)=O)c(=Nc3ccc(-c4ccccc4)cc3)oc2cc1O
  A: 6.0 | B: 0.8 | C: -0.2 | D: 28.8
> CCCCCCc1cc2cc(C(N)=O)c(=Nc3ccccc3C)oc2cc1O
  A: -8.4 | B: -0.1 | C: 1.0 | D: -10.9
> C[n+]1cccc(S(=O)(=O)Nc2ccc(Cl)cc2C(=O)Nc2ccc(Cl)cc2)c1
  A: 7.6 | B: -0.1 | C: 2.0 | D: -5.4
> COC(=O)c1ccccc1NC(=O)C1CCN(C(=O)N2CC(C)Oc3ccccc32)CC1 (configuration not stated)
  A: 2.8 | B: -0.1 | C: -2.5 | D: -6.5
> CCOc1nc(NC(=O)NS(=O)(=O)c2ccccc2Cl)nc(-c2ccccc2)n1
  A: -2.4 | B: 0.0 | C: -0.4 | D: 6.5
> CC(=O)NC(=S)Nc1ccc(C(C)=O)cc1
  A: -24.8 | B: -0.1 | C: -1.9 | D: -1.9
> CCOc1ccccc1NS(=O)(=O)c1ccc(OC)cc1
  A: 47.1* | B: 0.8 | C: 0.9 | D: 13.0
> O=[N+]([O-])c1ccc(S(=O)(=O)N2CCN=C2SCc2cccc(F)c2)cc1
  A: 6.4 | B: 0.1 | C: -0.1 | D: 10.1
> O=C(Cc1ccc(C(F)(F)F)cc1[N+](=O)[O-])N/N=C/c1cccs1
  A: 2.7 | B: 0.2 | C: -1.7 | D: 18.7
> COc1ccc(S(=O)(=O)CCC(=O)Nc2ccc([N+](=O)[O-])cc2OC)cc1
  A: 5.6 | B: 0.3 | C: -0.1 | D: 47.0
> COc1ccc(C(=O)Nc2ccc(-c3nc4ccc(C)cc4s3)cc2)c(OC)c1
  A: 2.5 | B: -0.1 | C: 2.9 | D: 8.2
> CC(=O)c1ccc(NC(=O)C2CC3CCCN3C23C(=O)N(C)c2ccccc23)cc1 (configuration not stated)
  A: -3.5 | B: -0.1 | C: 0.0 | D: -3.2
> CCOC(=O)C1=C(C)N=c2s/c(=C\c3ccc(O)c(OC)c3)c(=O)n2C1c1ccc(OC)c2ccccc12 (configuration not stated)
  A: -3.5 | B: 0.1 | C: -0.4 | D: -11.6
> CCn1cc(C(=O)N2CCCC2)c2cc(OC)c(OC)cc2c1=O
  A: -3.4 | B: -0.1 | C: 0.3 | D: -2.1
> CC1=C(C(=O)OCCc2ccccc2)C(c2cccc([N+](=O)[O-])c2)C2=C(CC(C)(C)CC2=O)N1 (configuration not stated)
  A: 3.4 | B: -0.4 | C: 0.9 | D: -3.5
> CCc1ccccc1NC(=O)c1cc(S(=O)(=O)N2CCN(c3ccc(OC)cc3)CC2)ccc1F
  A: 11.9 | B: 0.0 | C: -0.5 | D: 3.0
> Cc1[nH]ncc1-c1ccc(NC(=O)C2COc3ccc(F)cc3C2)c(SCCN(C)C)c1 (configuration not stated)
  A: 6.8 | B: -0.4 | C: 0.7 | D: 7.1
> O=c1c2oc3ccccc3c2ncn1Cc1ccc(F)cc1
  A: 19.7 | B: 0.0 | C: -0.2 | D: 0.7
> CC(Sc1nnc(-c2ccco2)o1)C(=O)NC(c1ccccc1)c1ccccc1 (configuration not stated)
  A: -10.1 | B: -0.1 | C: -0.3 | D: -7.2
> CCCCCCCCCCCCCCCCOC[C@H](COP(=O)(O)OCC[N+](C)(C)C)SC(=O)CCCCCC
  A: / | B: / | C: -0.2 | D: -12.6
> O=C(c1csc2c1CCCCC2)N1CCN(c2ncccn2)CC1
  A: -11.9 | B: 0.0 | C: -0.3 | D: -3.9
> Cn1c(C(F)(F)F)nn(CN2CCN(Cc3ccccc3)CC2)c1=S
  A: 4.0 | B: 0.0 | C: -0.8 | D: -0.3
> Cc1cccc(NC(=O)c2c(-c3ccccc3Cl)noc2C)c1C
  A: 20.3 | B: 0.0 | C: 4.4 | D: 3.6
> CCOC(=O)CNC(=O)c1nn(-c2cc(OC)cc(OC)c2)c(=O)c2ccccc12
  A: -6.9 | B: 0.0 | C: 0.0 | D: -2.5
> CCCCCCCCCCCCCCCC(=O)OCC
  A: / | B: / | C: -1.6 | D: -5.6
> O=C(O)CCC(C(=O)O)N1C(=O)/C(=C/C(Cl)=C/c2ccccc2)SC1=S (configuration not stated)
  A: -2.5 | B: -0.8 | C: -0.3 | D: 2.8
> COc1ccc(/C=C2\NC(=O)NC2=S)cc1Cl
  A: 0.7 | B: -0.1 | C: -0.2 | D: -19.2
> CCOC(=O)C1=C(C(F)(F)F)Nc2ncnn2C1c1ccc(Cl)cc1 (configuration not stated)
  A: 6.4 | B: 0.0 | C: -0.2 | D: 14.2
> O=C(CSCC(=O)NCc1ccco1)NCc1ccco1
  A: 0.6 | B: 0.0 | C: -0.5 | D: 2.8
> Cc1ccc(CC2C(=O)N(c3ccc4ccccc4n3)C(=O)C2C)cc1 (configuration not stated)
  A: 7.8 | B: 0.9 | C: 0.1 | D: 5.3
> O=C(COc1cccc2ccccc12)N1CCN(c2ccc(-c3ccncc3)nn2)CC1
  A: -0.8 | B: 0.0 | C: -0.1 | D: 12.1
> Cc1cccc(NC(=O)C2CC(=O)NC(=Nc3ccccc3)S2)c1 (configuration not stated)
  A: -5.3 | B: 0.0 | C: 0.0 | D: 3.3
> CSc1cccc(NC(=O)[C@@H]2C[C@H](n3cnnn3)CN2C2CCCCC2)c1
  A: -1.6 | B: 0.0 | C: 0.2 | D: -12.6
> COc1cc(C#N)ccc1OCC(=O)N1CCOCC1
  A: -4.7 | B: -0.1 | C: 2.6 | D: 6.7
> CN1CCS/C1=C/C=C1\SC(=S)NC1=O
  A: -38.2 | B: -0.2 | C: 3.4 | D: 6.7
> CCOc1ccc(C2C(C(=O)OC)=C(C)NC3=C2C(=O)CC(C)(C)C3)cc1OC (configuration not stated)
  A: 15.2 | B: 0.2 | C: 0.5 | D: -5.8
> COc1ccc(-c2csc(NC(=O)CSc3nncn3N)n2)cc1
  A: -23.2 | B: 0.0 | C: 1.8 | D: 2.7
> COC(=O)c1cc(NC(=O)CNc2cc(NC(C)=O)ccc2OC)cc(C(=O)OC)c1
  A: 4.9 | B: 0.0 | C: 0.8 | D: 4.7
> Cc1cc(C)nc(SCc2cc(=O)c(OC(=O)c3cc(Cl)ccc3[N+](=O)[O-])co2)n1
  A: -12.6 | B: -0.2 | C: -0.6 | D: 7.2
> N#Cc1ccccc1CSc1ncnc2sccc12
  A: 1.4 | B: 0.2 | C: 5.1* | D: 4.5
> CCOC(=O)[C@@H]1[C@@H](c2cccs2)C(C#N)=C(SCc2ccc(F)cc2)N[C@]1(C)O
  A: 3.2 | B: 0.0 | C: -0.1 | D: 0.8
> COC(=O)c1cc(S(=O)(=O)N2CCN(c3ccccc3)CC2)cn1C
  A: 5.4 | B: -0.1 | C: -0.8 | D: 7.8
> COCCNC(=O)Cc1ccc(F)cc1
  A: -5.5 | B: -0.2 | C: 5.4* | D: 0.1
> Cn1c(SCc2nc3ccc([N+](=O)[O-])cc3[nH]2)nc2ccccc21
  A: -10.8 | B: -0.1 | C: 1.5 | D: -11.3
> NS(=O)(=O)c1cc(C(=O)N2CCNC(=O)C2)ccc1Cl
  A: -11.7 | B: 0.1 | C: 1.0 | D: 2.0
> Fc1ccc(N2CCN(Cc3nnc(-c4cccc(Br)c4)o3)CC2)cc1
  A: -7.5 | B: -0.1 | C: 0.1 | D: -1.9
> Cc1ccc(C(=O)Nc2ccccc2NC(=O)c2c(-c3ccccc3Cl)noc2C)cc1
  A: 30.8 | B: -0.3 | C: -0.9 | D: 0.6
> COc1ccc(C)cc1NC(=O)CN(C)S(=O)(=O)c1cc(Br)cnc1N
  A: 4.3 | B: -0.1 | C: -0.1 | D: -1.6
> CCn1cnc2c(cnn2-c2ccccc2)c1=O
  A: -23.9 | B: -0.1 | C: 0.9 | D: -14.9

# The list goes on:
SMILES	TEAD-YAP block	FBW7 act	GPR151 activ	MITF inh
O=c1c(CN2CCc3ccccc3C2)coc2ccc(Cl)cc12	-4.0	-0.1	-0.9	5.7
CCCOC(=O)c1ccc(NC(=O)COc2ccc(OC)cc2)cc1	-9.0	-0.1	-0.7	-2.7
Cc1ncn(-c2ccc(Nc3cc(-c4nocc4-c4ccn[nH]4)ccn3)cc2)n1	-18.1	0.0	0.9	9.2
CCOC(=O)N1CCN(c2ccc(C(C)=O)cc2F)CC1C (configuration not stated)	3.6	0.1	2.4	7.3
CCc1ccc(-c2csc(Nc3cc(OC)c(Cl)cc3OC)n2)cc1	-1.2	0.1	0.0	11.1
CCOc1ccc(NC(=O)CNNC(=O)CC23CC4CC(CC(C4)C2)C3)c([N+](=O)[O-])c1	15.9	-0.2	-0.9	12.2
Cc1ccc(/C=N/NC(=O)CNC(=O)c2cccc(F)c2)cc1	6.2	0.2	-0.8	18.4
Cc1cc(C)cc(CSCC(=O)NC(C)C)c1	-2.1	0.0	0.0	-3.6
O=C(N[C@@H]1c2ccccc2C2(CCN(C(=O)CN3CCOC3=O)CC2)[C@H]1O)c1ccccc1	0.5	0.1	-1.7	-7.0
CCOC(=O)c1c(NC(=O)c2cc(-c3ccc(C(C)C)cc3)nc3ccccc23)sc2c1CCC(CC)C2 (configuration not stated)	-7.4	-0.1	2.0	-3.8
Cc1ccc(CCNC(=O)CCn2c(=S)[nH]c3ccsc3c2=O)cc1	0.9	-0.1	-0.5	-13.2
O=C(c1ccc([N+](=O)[O-])cc1)n1cccn1	0.8	0.0	0.9	-0.9
CCOCC(=O)Nc1ccc(Br)c(C)c1	-20.1	0.0	-2.1	-4.5
CC(=O)Nc1ccc(NC(=O)Cc2cccs2)cc1	-13.2	-0.1	0.5	-1.0
Cc1c(C(=O)Nc2cccc(C(F)(F)F)c2)sc2ncn(C)c(=O)c12	-29.6	0.4	1.2	-1.2
CCOC(=O)c1sc(NC(=O)CSc2nnc(CNC(=O)c3cccc(C)c3)n2-c2ccccc2OC)c(C(=O)OCC)c1C	-12.3	0.1	-0.5	-12.6
O=S(=O)(O)c1c(O)cnc2ccccc12	6.3	0.1	-0.4	4.0
COCCCNC(=O)c1nn(-c2ccccc2OC)c(=O)c2ccccc12	-4.2	-0.1	-0.9	-2.7
COc1ccc(C)cc1NC(=O)Cn1c(C)c(C=O)c2ccccc21	12.1	0.2	1.9	12.3
Cc1cccc(CCNc2nncc(-c3cccc(Cl)c3)n2)n1	-18.2	-0.2	-2.4	-4.4

# Assay outcomes (PubChem BioAssay)

# An unsorted share of the library; about 3.4% have a hit in one of these screens.
